# Compound activity (PubChem BioAssay)
# C-LANA FP: KSHV C-LANA DNA binding inhibition; MBP-C-LANA/FAM-LBS DNA binding, fluorescence polarization; inhibition, % at 9 µM; actives 0.078% (n = 340,000);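 active means highest replicate inhibition at or above 60% at 9 µM, even if other replicates fall short; inactive means all replicates below 60% inhibition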;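 further: 0% = neutral control wells and 100% = 4 µM acridine orange control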
# OPRM1-OPRD1 ag: agonists of human mu-delta opioid receptor heterodimerization; P35372+P41143; cells, OPRM1-OPRD1 heterodimerization, luminescence; activation, % at 9.3 µM; actives 0.3% (n = 340,000); AID 504326; in the data active means activation above about 18%;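 further: 0% = vehicle-treated cells and 100% = reference agonist; values of inactives mirror those of a sister screen read the other way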
# Target sequence (P35372 whole entry, looked up): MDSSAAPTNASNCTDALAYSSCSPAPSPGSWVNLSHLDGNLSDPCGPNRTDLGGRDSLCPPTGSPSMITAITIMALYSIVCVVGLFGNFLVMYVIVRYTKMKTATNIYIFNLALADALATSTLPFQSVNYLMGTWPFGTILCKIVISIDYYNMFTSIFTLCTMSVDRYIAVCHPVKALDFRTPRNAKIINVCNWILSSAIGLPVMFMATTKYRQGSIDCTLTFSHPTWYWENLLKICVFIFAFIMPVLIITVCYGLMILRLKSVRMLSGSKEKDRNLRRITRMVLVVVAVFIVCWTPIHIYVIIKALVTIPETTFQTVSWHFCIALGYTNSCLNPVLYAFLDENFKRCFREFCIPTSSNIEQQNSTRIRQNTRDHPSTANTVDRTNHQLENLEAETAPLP
# Target sequence (P41143 whole entry, looked up): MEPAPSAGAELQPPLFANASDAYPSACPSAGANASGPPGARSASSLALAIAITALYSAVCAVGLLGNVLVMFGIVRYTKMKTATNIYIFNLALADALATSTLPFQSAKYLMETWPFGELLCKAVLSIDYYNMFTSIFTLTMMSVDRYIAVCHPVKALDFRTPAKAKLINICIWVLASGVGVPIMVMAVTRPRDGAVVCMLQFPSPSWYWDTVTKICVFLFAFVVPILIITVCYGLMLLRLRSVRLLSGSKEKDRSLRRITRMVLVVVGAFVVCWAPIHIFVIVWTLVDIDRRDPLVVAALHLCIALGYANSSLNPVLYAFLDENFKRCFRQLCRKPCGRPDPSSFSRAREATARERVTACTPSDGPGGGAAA
# CAL-PDZ inh HTS: CAL PDZ (human) peptide binding inhibition | purified CAL PDZ, TMR-peptide fluorescence polarization, 1 h | inhibition, % at 24.9 µM | actives 0.92% (n = 300,000) | AID 602252;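 active means mean inhibition of at least 30% with at least half of replicates also reaching 30%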;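 further: 0% = DMSO neutral control and 100% = excess unlabeled competitor peptide PRC23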
# Keap1-Nrf2 PPI: Keap1-Nrf2 (human) interaction inhibition | inhibition, % at 9.4 µM | Q14145 | Keap1 Kelch-Nrf2 peptide fluorescence polarization, 1536-well | actives 0.15% (n = 340,000); in the data active means inhibition above about 12%;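 further: human Keap1 Kelch domain with fluorescein labeled Nrf2 9mer peptide probe; 0% = neutral control wells and 100% = peptide positive control; higher means more block of Keap1 binding to Nrf2 peptide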
# Cardiac RTF inh: cardiac RTF calcium desensitization. IANBD-labeled cardiac RTF, Ca2+ fluorescence. inhibition, % at 7.15 µM. actives 0.12% (n = 340,000). P19429+P45379;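 active means inhibition above the mean inhibition of all tested compounds plus 3 SD, cut at about 17% in these data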;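 further: assay run at fixed EC70 calcium of 1.6 mM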
# HTR5A inv ctr: inverse agonist of human HTR5A in OPRM1-OPRD1 counter-screen; actives 0.083% (n = 340,000); inhibition, % at 9.3 µM; P47898; HTR5A cell line, luminescence, inverse agonism; in the data active means inhibition mostly above about 23%, no sharp cut-off; inactive means mostly below about 18%;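 further: 0% = cells with DMSO and 100% = no-cell wells with DMSO; some compounds called inactive have numbers as strong as hits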
# RTF Ca sens act: increases calcium sensitivity of human cardiac regulated thin filaments; IANBD-labeled TnC RTF fluorescence at EC20 calcium; 0% EC20 calcium, 100% full calcium; actives 0.24% (n = 340,000); activation, % at 7.2 µM;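 active means activation above the mean over all tested compounds plus 3 SD, cut at about 30% in these data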;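 further: rise in fluorescence read as greater calcium sensitivity of cardiac thin filaments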
# V-ATPase pH: yeast V-ATPase proton transport regulation by pHLuorin | S. cerevisiae, pHLuorin cytosolic pH fluorescence | actives 0.37% (n = 350,000) | response, % at 10 µM | AID 504577; in the data active means response mostly above about 7.3%, no sharp cut-off; inactive means mostly below about 5.4%; further: actives read high; inactives centre near 0; some compounds called inactive have numbers as strong as hits; reference of the scale not given here
# HTR5A ag: counter-screen for OPRM1-OPRD1 agonists: human HTR5A agonism; activation, % at 9.3 µM; HTR5A agonist assay, luminescence, cell-based; AID 504692; P47898; actives 0.61% (n = 340,000); in the data active means activation mostly above about 9.5%, no sharp cut-off; inactive means mostly below about 7.6%;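 further: 0% = cells with vehicle only and 100% = reference agonist; strong numbers were not always called active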
# OPRM1-OPRD1 inv: inverse agonist of human OPRM1-OPRD1 heterodimerization; P35372+P41143; cell-based MOR-DOR heterodimer luminescence, inverse agonism; inhibition, % at 9.3 µM; actives 0.21% (n = 340,000); AID 504357; in the data active means inhibition above about 22%, passing the limit was not always enough;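 further: 0% = cells with DMSO and 100% = wells without cells with DMSO; values of inactives mirror those of a sister screen read the other way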
# Numbers without * were called inactive; nt = not tested or not shown.
SMILES	C-LANA FP	OPRM1-OPRD1 ag	CAL-PDZ inh HTS	Keap1-Nrf2 PPI	Cardiac RTF inh	HTR5A inv ctr	RTF Ca sens act	V-ATPase pH	HTR5A ag	OPRM1-OPRD1 inv
CSCCC(NC(=O)c1cc(C)oc1C)C(=O)O (configuration not stated)	0.9	-0.8	0	-4	-6	-14	3	3	-1	4
COC(=O)[C@H](Cc1ccccc1)NC(=O)Cn1cnc2c(NCc3ccccc3)ncnc21	0.1	nt	-2	-2	-2	nt	0	0	nt	nt
NC(=O)c1c(NC(=O)C2CCCO2)sc2c1CCC2 (configuration not stated)	-0.1	-0.9	0	-3	-12	-1	2	0	-4	5
CCc1cc2c(=O)n(-c3ccccc3)c(SCC(=O)O)nc2s1	-5.2	-3.2	3	2	7	-3	3	-3	1	16
Cc1cc(NC(=O)COC(=O)C2CC(=O)N(c3ccccc3Cl)C2)no1 (configuration not stated)	0.0	-0.5	1	-4	5	23	-2	1	-9	4
Cc1nn2c(COc3ccc(NC(=O)C(C)C)cc3)nnc2c2ccccc12	-3.7	-3.5	-5	-1	-6	-1	0	1	1	17
CCOC(=O)N1CCN(C(=O)Cn2nc(-c3ccc(Cl)cc3)ccc2=O)CC1	-1.2	0.0	2	-3	-5	-20	3	-3	2	0
O=C(NC1CCCCC1)C(c1ccncc1)N(C(=O)c1csnn1)c1cccc(F)c1 (configuration not stated)	-3.5	0.9	-2	-3	-11	21	-2	5	3	-6

# By substructure, those above with a COOH group
SMILES	C-LANA FP	OPRM1-OPRD1 ag	CAL-PDZ inh HTS	Keap1-Nrf2 PPI	Cardiac RTF inh	HTR5A inv ctr	RTF Ca sens act	V-ATPase pH	HTR5A ag	OPRM1-OPRD1 inv
CSCCC(NC(=O)c1cc(C)oc1C)C(=O)O (configuration not stated)	0.9	-0.8	0	-4	-6	-14	3	3	-1	4
CCc1cc2c(=O)n(-c3ccccc3)c(SCC(=O)O)nc2s1	-5.2	-3.2	3	2	7	-3	3	-3	1	16

# The results go on.
SMILES	C-LANA FP	OPRM1-OPRD1 ag	CAL-PDZ inh HTS	Keap1-Nrf2 PPI	Cardiac RTF inh	HTR5A inv ctr	RTF Ca sens act	V-ATPase pH	HTR5A ag	OPRM1-OPRD1 inv
COc1ccc(C(=O)NCC(=O)NCCc2c[nH]c3ccccc23)cc1OC	-2.2	0.4	0	-2	-6	1	3	2	0	-2
O=C(O)CNC(=O)CCn1nnc2ccccc2c1=O	0.7	-2.5	-1	-9	-4	2	-1	-1	-6	13
O=C(/C=C/c1ccco1)N(Cc1ccccc1F)C1CCS(=O)(=O)C1 (configuration not stated)	-0.7	-2.3	nt	-7	2	-9	0	2	3	12
COC(=O)Cc1cc(=O)[nH]c(/N=C(\N)Nc2cccc(C)c2)n1	0.5	-2.7	-10	-2	2	9	-2	-2	-5	15
CCCn1c(N)c(Sc2ccc(C)cc2)c(=O)n(CCC)c1=O	-0.8	-3.5	-7	2	-4	-4	-2	-1	1	18
Cc1ccnc(SCC(=O)N2CCCc3ccccc32)n1	-1.2	-5.2	nt	-4	-1	16	-6	0	3	26
Cc1ccc(C)c(S(=O)(=O)NCc2ccc(C(=O)N3CCN(c4ccccc4)CC3)cc2)c1	2.4	-0.6	-7	-1	1	8	-5	0	3	3
Cc1onc(-c2c(Cl)cccc2Cl)c1C(=O)Nn1cnnc1	-0.6	-0.5	-2	-6	-5	-6	1	3	5	2
COc1ccc(Cl)cc1NC(=S)N1CCN(c2ccccn2)CC1	0.5	-2.0	-4	-4	-4	6	-7	-3	-2	11
COc1cc(-n2nc(C)c3c2OC(N)=C(C#N)C3c2ccccc2)c(Cl)c(Br)c1O (configuration not stated)	1.2	-8.1	-6	-1	0	10	0	-4	-4	34*
CCCCCn1c(CN2CC(C)OC(C)C2)nc2c1c(=O)n(C)c(=O)n2C (configuration not stated)	-0.1	-1.9	-7	1	-2	18	3	7	0	11
CC(C)Nc1c(N)c(=O)oc2ccccc12	0.7	-2.9	nt	-8	0	17	-1	-5	0	12
CCn1c(SCC(=O)N/N=C/c2c[nH]c3ccccc23)nnc1-c1ccc(C)cc1	-0.2	-2.4	nt	1	4	9	-5	-1	0	12
O=C(O)CCCNC(=O)CCCNC(=O)C(c1ccccc1)c1ccccc1	-0.9	-2.6	-2	-6	-16	-22	6	3	-1	13
COc1ccccc1C(=O)NCCC(=O)N(C)CC(=O)Nc1c(Cl)cccc1Cl	2.6	0.6	-2	2	6	8	-3	-6	1	-4
CCCOC(=O)/C(=C\c1ccc([N+](=O)[O-])o1)NC(=O)c1ccccc1	0.9	4.6	-3	-1	0	-6	-1	2	2	-27
O=C(NCc1ccco1)C(=O)NCC1OCCN1S(=O)(=O)c1ccc(F)cc1 (configuration not stated)	1.4	-2.6	nt	-6	-2	12	5	1	4	15
CCN(CC(=O)Nc1ccc2c(c1)OCCO2)C(=O)CC1CCCC1	-1.5	-2.8	1	-1	-9	14	2	1	-2	16
COc1ccc(NC(=S)Nc2ccc3cn[nH]c3c2)cc1	-1.0	-1.5	7	-5	-11	8	-4	-1	3	8
CC(=O)N1CCCN(Cc2cn(-c3ccc(C)cc3)nc2-c2ccc(F)cc2)CC1	0.9	1.4	-6	5	-2	-1	3	3	6	-7
CC1(C)SC2c3ccccc3C(=O)N2[C@@H]1C(=O)NCCCN1CCOCC1 (some centres not stated)	-2.6	-2.2	-11	-3	1	-34	-5	-2	13	11
Cc1ccc([N+](=O)[O-])c(OCc2ncc(Cl)n2C)c1	-1.0	-0.2	nt	0	1	3	-2	4	-1	1
CCOc1ccc(/C(O)=C2/C(=O)C(=O)N(CCOCCO)C2c2ccccc2)cc1 (configuration not stated)	-0.8	-2.0	-13	-1	-16	6	-2	0	-9	11
CSc1nc(-c2ccccc2)nn1C(=O)c1ccc(Cl)cc1	-1.2	-2.5	-1	-8	-3	2	0	-2	-2	12

# Profiles, quoted from the list.
# Entry for CC(=O)N1CCCN(Cc2cn(-c3ccc(C)cc3)nc2-c2ccc(F)cc2)CC1 → C-LANA FP: 0.9; OPRM1-OPRD1 ag: 1.4; CAL-PDZ inh HTS: -6; Keap1-Nrf2 PPI: 5; Cardiac RTF inh: -2; HTR5A inv ctr: -1; RTF Ca sens act: 3; V-ATPase pH: 3; HTR5A ag: 6; OPRM1-OPRD1 inv: -7
# Entry for COc1ccc(NC(=S)Nc2ccc3cn[nH]c3c2)cc1 → C-LANA FP: -1.0; OPRM1-OPRD1 ag: -1.5; CAL-PDZ inh HTS: 7; Keap1-Nrf2 PPI: -5; Cardiac RTF inh: -11; HTR5A inv ctr: 8; RTF Ca sens act: -4; V-ATPase pH: -1; HTR5A ag: 3; OPRM1-OPRD1 inv: 8

# The results go on.
SMILES	C-LANA FP	OPRM1-OPRD1 ag	CAL-PDZ inh HTS	Keap1-Nrf2 PPI	Cardiac RTF inh	HTR5A inv ctr	RTF Ca sens act	V-ATPase pH	HTR5A ag	OPRM1-OPRD1 inv
N#Cc1ccc(OC(=O)Cc2ccsc2)cc1	0.0	-3.5	-5	-10	-6	0	-2	2	2	19
CC1(C)CC(=O)C2=C(C1)NC(=O)NC2c1ccccc1 (configuration not stated)	0.4	-2.4	-1	0	-5	7	7	-1	-2	12
COc1ccccc1CN1C(=O)[C@@H]2Cc3c([nH]c4ccccc34)C(C)(C)N2C1=O	-1.9	0.8	-21	-2	-6	-35	3	12	1	-4
O=C(NC1(C(F)(F)F)NC(=O)N(C2CCCCC2)C1=O)c1cccs1 (configuration not stated)	0.8	1.7	-3	-3	-4	3	1	0	-1	-10
Cc1ccc2c(c1)CCCN2C(=O)NC1CCCCC1	-1.6	-2.8	-2	0	1	14	0	0	4	13
CCCCn1c(=N)c(S(=O)(=O)c2ccc(Br)cc2)cc2c(=O)n3cccc(C)c3nc21	-0.7	-0.6	3	-4	2	-3	3	6	-1	3
CCOc1ccc(Nc2cc(C)nc3c(C)cccc23)cc1	-1.7	-1.8	nt	-5	-12	-16	3	4	-1	9
Cc1nc(Cl)c2c(n1)NC1=C(O2)C(=O)CCC1	51	-1.9	4	28*	-75	-15	47*	-8	6	13
COc1ccc(CNc2ccc(Cl)cc2)cc1Cn1ccnc1	1.6	-3.7	-5	-2	0	-15	-1	-3	4	18
COCCNC(=S)Nc1ccc2nc(N3CCCC3)cc(C)c2c1	0.9	-2.2	-2	2	-3	-7	2	-1	0	12
CC(=O)Oc1cccc(C(=O)Nc2c[nH]c(=O)[nH]c2=O)c1	0.7	nt	0	-11	nt	nt	nt	-1	nt	nt
CS(=O)(=O)c1ccc(Cl)c(NC(=O)Cc2ccccc2F)c1	1.0	1.1	-4	2	-4	2	6	1	-1	-5
C=CCn1c(C)nnc1SCC(=O)N1CCN(S(=O)(=O)c2ccccc2)CC1	-0.5	0.3	-2	-1	-11	-22	2	-1	2	-2
O=c1ccc(/C=C/c2ccccc2)nn1Cc1ccccc1	1.6	4.7	3	1	7	-6	0	2	1	-19
Cc1nc2c(-c3ccc(F)cc3)c(C)nn2c(C)c1CCC(=O)N1CCOCC1	1.4	-1.6	-4	1	-4	12	-3	11	-4	10
Cn1c(=O)oc2cc(S(=O)(=O)N3CCC(C(=O)NCC4COc5ccccc5O4)CC3)ccc21 (configuration not stated)	-2.1	-2.5	nt	-4	-7	-9	0	0	3	13
CN(C(=O)c1ccccc1Cl)c1ccccc1	0.3	-0.5	-6	-4	-9	14	-4	1	0	3
Cc1cc(=O)[nH]c(SCC(=O)NCC2CCCO2)n1 (configuration not stated)	-0.8	0.4	-4	0	-20	-11	3	1	0	-2
COc1ccc(C2CC(c3cccs3)=NN2C(=O)c2ccccc2)cc1OC (configuration not stated)	0.2	-2.9	4	-2	-3	-39	-1	0	10	16
CC(=N)c1c(O)cc(C)oc1=O	0.7	-2.1	-6	5	0	10	1	0	-2	11
COC(=O)c1ccc(-c2ccc([C@H]3[C@H]4C=CC[C@@H](C)[C@@H]4C(=O)N3Cc3ccccc3)c(F)c2)cc1	0.8	-1.2	-2	-2	4	4	-4	-4	-1	7
Cc1cccnc1NC(=O)c1ccc2c(c1)NC(=O)C(C)S2 (configuration not stated)	-0.6	-1.6	-4	-3	4	-8	-6	2	3	10
CCN(CC(=O)Nc1ccc(NC(C)=O)cc1)C(=O)c1ccccc1SCC(=O)N1CCCC1	-0.6	-1.0	-5	0	2	7	-3	-2	-3	4
COc1ccc(NC(=O)CSc2ccc3nnc(-c4ccccn4)n3n2)cc1	-0.3	0.5	nt	-1	9	0	1	0	2	-3
O=C(COC(=O)C12CC3CC(CC(O)(C3)C1)C2)Nc1ccc(Cl)c(S(=O)(=O)N2CCOCC2)c1	0.7	-2.5	-5	-1	0	-2	-6	-2	1	10
O=C(CN1C(=O)NC(CCc2ccccc2)C1=O)Nc1cccc(Br)c1 (configuration not stated)	-0.8	1.1	-3	3	-5	-11	-4	-1	4	-5
CC(=O)c1ccc(S(=O)(=O)N2CCN(CC#N)CC2)cc1	-1.4	-0.7	-5	-2	4	-7	-1	5	2	4
